# Screening data as filed in PubChem.
# HCT116 PTEN-null = suppresses growth of cells with PTEN deletion | HCT116 PTEN-null viability, CellTiter-Glo, 60 h; hits give low values | viability, % at 10 µM | hit rate 1.2% among 140,000 | AID 827;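 active = viability at or below a set limit, 4 SD under the median of all tested compounds, cut at about 3.7% in these data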;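 note: PTEN knockout HCT116 line with beta catenin targeted HCT116 as companion control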
# Phagocyt inh = blocks phagocytosis by macrophages; hit rate 0.07% among 110,000; inhibition, % at 5 µM; J774A.1 macrophage IgG-bead phagocytosis, imaging;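 active = inhibition above the mean of the plate negative controls plus 5 SD, cut at about 13% in these data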;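 note: phagocytic index as fraction of beads internalized from green versus red external bead signal; plate controls were DMSO negative control for no effect and cytochalasin-D positive control for full effect; some results beyond the cut were filed as inactive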
# Measles CPE = protection of cells from measles virus | Measles virus-infected cells, CPE protection, absorbance | protection (pct of control), % at 4 µM | hit rate 1.5% among 140,000; in the data active = protection mostly above about 24%, no sharp cut-off; inactive = mostly below about 26%; note: some compounds called inactive have numbers as strong as hits
# Yeast lifespan up = extends the lifespan of yeast. hit rate 0.68% among 130,000. S. cerevisiae growth with nicotinamide, OD615; deaD strain in restrictive glucose medium. inhibition of the nicotinamide effect, % at 10 µM;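 active = inhibition above a set limit, placed 3 SD over the median of all compounds, cut at about 26% in these data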;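 note: 0% = nicotinamide-treated wells and 100% = cells grown without nicotinamide; some compounds called inactive have numbers as strong as hits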
#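 assay system = DeaD-strain S. cerevisiae | buffer or medium = restrictive glucose medium | reagent = 1.5 mM nicotinamide | compound = 10 µM single point, 0.25% DMSO | incubation = 48 h compound exposure at 30 °C, humidified | signal = OD615 measurement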
# GALR2 blocker = antagonists of human galanin receptor 2 (GALR2) | O43603 | GALR2-expressing cells, antagonist mode | inhibition, % at 4 µM | hit rate 0.39% among 140,000; in the data active = inhibition above about 27%;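 note: cells stimulated with galanin 1-16 at roughly its EC80; 0% = agonist challenge control and 100% = basal control without agonist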
# Target sequence (O43603 whole entry, looked up): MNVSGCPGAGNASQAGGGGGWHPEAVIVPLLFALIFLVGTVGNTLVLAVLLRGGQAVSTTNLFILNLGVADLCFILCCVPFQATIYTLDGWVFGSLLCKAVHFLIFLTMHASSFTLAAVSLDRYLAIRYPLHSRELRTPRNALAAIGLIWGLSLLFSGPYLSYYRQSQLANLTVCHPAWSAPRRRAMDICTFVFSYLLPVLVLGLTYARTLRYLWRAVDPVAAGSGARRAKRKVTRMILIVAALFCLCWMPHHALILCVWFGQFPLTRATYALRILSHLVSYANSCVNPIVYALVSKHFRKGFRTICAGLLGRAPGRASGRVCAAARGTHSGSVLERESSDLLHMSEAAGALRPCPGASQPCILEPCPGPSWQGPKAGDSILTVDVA
# E-sel TNF inh = TNF alpha driven E-selectin expression inhibition | HUVEC TNFa-induced E-selectin immunofluorescence, high content | AID 1246 | inhibition, % at 2 µM | hit rate 0.71% among 120,000;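 active = inhibition above the batch mean plus 3 SD, and confirmed as a hit on visual image review, cut at about 43% in these data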;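 note: 0% = TNF-stimulated DMSO wells and 100% = unstimulated control wells; not every result past the cut was called active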
# HCT116 bCat-KO = beta-catenin-lacking colon tumor cell growth suppression. HCT116 beta-catenin knockout viability, CellTiter-Glo, 60 h; hits give low values. viability, % at 10 µM. hit rate 1.5% among 140,000. AID 818;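 active = viability at or under a set limit, the compound median less 4 SD, cut at about 6% in these data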;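 note: 0% = Hyamine 1622 control at 20 µM and 100% = untreated cell control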
# NPY Y2 blocker = antagonists of human neuropeptide Y receptor Y2. P49146. NPY-Y2 expressing cells, antagonist mode. inhibition, % at 2.7 µM. hit rate 0.99% among 140,000; in the data active = inhibition above about 17%;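 note: 0% = vehicle with agonist challenge and 100% = reference antagonist with challenge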
# Target sequence (P49146 whole entry, looked up): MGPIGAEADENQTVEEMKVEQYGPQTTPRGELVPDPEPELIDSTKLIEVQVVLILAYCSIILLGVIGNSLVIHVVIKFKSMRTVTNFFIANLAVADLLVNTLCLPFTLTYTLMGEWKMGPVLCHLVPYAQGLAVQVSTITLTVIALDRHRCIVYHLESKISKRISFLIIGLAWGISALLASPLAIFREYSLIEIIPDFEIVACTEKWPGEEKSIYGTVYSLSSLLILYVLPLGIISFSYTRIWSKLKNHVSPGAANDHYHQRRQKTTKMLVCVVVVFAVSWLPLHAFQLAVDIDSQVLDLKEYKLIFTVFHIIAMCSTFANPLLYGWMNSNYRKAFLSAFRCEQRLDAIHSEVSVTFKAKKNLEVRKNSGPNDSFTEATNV
# Yeast growth inh = yeast BB579 growth reduction in restrictive medium | S. cerevisiae BB579 growth, OD615, 48 h | inhibition, % at 10 µM | hit rate 0.51% among 140,000 | AID 804;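 active = inhibition above a set limit, 3 SD over the mean compound inhibition, cut at about 44% in these data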; note: inactives centre near -24
#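 Test system: Saccharomyces cerevisiae DeaD strain BB579, replicative lifespan model yeast | Buffer or medium: Restrictive CSMM-D medium | Doses: One dose, 10 µM compound with 0.25% DMSO | Incubation: 48 h exposure, 30 °C | Detection: Culture absorbance at 615 nm | Control set: Amphotericin B at 10 µg/mL as positive control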
# MRP1 act = activators of MRP-1 | H69AR cells + doxorubicin, viability rescue, CellTiter-Glo | viability increase, % at 10 µM | hit rate 0.61% among 140,000 | AID 799;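 active = viability gain under doxorubicin at or above a set limit, the compound median plus 3 SD, cut at about 4.7% in these data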;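 note: MRP-1 overexpressing cells given doxorubicin 25 µM after compound pretreatment; 18-22 h compound pretreatment then 72 h with doxorubicin before readout; 0% = doxorubicin-only wells and 100% = vehicle-treated cells without doxorubicin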
# Starred values were filed as active, the others as inactive; x = not tested or not shown.
canonical_smiles,Yeast lifespan up,HCT116 bCat-KO,Measles CPE,E-sel TNF inh,HCT116 PTEN-null,GALR2 blocker,Phagocyt inh,Yeast growth inh,NPY Y2 blocker,MRP1 act
CSCCC(NC(=O)c1occc1C)C(=O)O (stereo unspecified),-1,101,24,-1,92,-1,-1,-19,2,-2.0
COCCNC(=O)C(c1ccc(C)o1)N(C(=O)c1snc(C(N)=O)c1N)c1ccc(C)cc1 (stereo unspecified),-8,120,5,-22,99,-6,-1,-25,2,-3.1
Cc1cc(NS(=O)(=O)c2ccc(Nc3nc(-c4sc(NC(=O)c5ccccc5)nc4C)cs3)cc2)no1,-3,90,4,0,90,-7,0,-42,1,-1.7
c1ccc(CNc2nc(N3CCOCC3)nc(N3CCOCC3)n2)cc1,x,90,18,7,97,3,x,-43,5,-2.6
Cc1ccc2[nH]c(=O)c3cc(C(=O)N4CCN(C(=O)c5ccco5)CC4)sc3c2c1,-5,96,7,4,105,0,0,-84,1,-1.4
CC(C(=O)OCC(=O)c1cccc([N+](=O)[O-])c1)N1C(=O)C2C3CCC(C3)C2C1=O (stereo unspecified),2,97,48,x,103,1,-5,2,0,-1.9
O=C(Cn1cnc2sc(-c3ccccc3)cc2c1=O)N1CCOCC1,-9,96,6,11,101,-8,1,-20,3,0.1
CCOC(=O)CSc1n[nH]c(NC(=O)c2ccc(F)cc2)n1,-20,106,11,35,92,5,x,-21,2,-1.2
Cc1cccc(S(=O)(=O)Nc2nc3ccccc3nc2Nc2ccc3c(c2)OCO3)c1,9,83,4,x,78,6,x,-25,0,0.6
CC(C)(C)NC(=O)COC(=O)c1cc(Br)ccc1Cl,-4,102,17,11,97,-3,-9,-18,1,1.6
CN(C)CCCNC(=S)NCc1ccc(Cl)cc1,3,86,6,x,91,-3,x,-14,4,-0.8
CCCCOc1ccc(Br)cc1CSC(=N)N,5,11,1,-7,12,36*,1,-24,17,-2.9
Cc1ccc(C(=O)N/N=C\c2ccc[nH]2)cc1[N+](=O)[O-],-6,92,3,-16,100,-8,x,-23,4,-1.1
Cn1c(-c2ccc(Cl)cc2)cnc1N,-5,74,4,x,76,0,-1,-31,2,-2.8
O=C(CSc1nnc2c(Cl)cc(Cl)cn12)N1CCN(S(=O)(=O)c2ccccc2)CC1,-5,86,6,-11,97,8,-1,10,-2,-0.2
Cn1c2c(c(=O)n(C)c1=O)C1c3cc(Cl)ccc3OCC1CO2 (stereo unspecified),-4,86,12,-4,90,18,0,-13,0,-0.2
COc1ccc(-n2c(-c3ccccc3)nnc2-c2ccc(Cl)cc2)cc1,-2,75,1,-14,72,5,-3,-32,11,-4.7
COc1ccc2ccccc2c1CN1CCN(C)CC1,-12,84,4,13,89,8,1,17,5,-1.4
Cc1ccc(S(=O)(=O)N2CCC(C(=O)OC(C)C(=O)NCc3ccc4c(c3)OCO4)CC2)cc1 (stereo unspecified),2,92,8,11,98,-2,-1,-20,1,-0.1
CSCCC(NS(=O)(=O)c1ccc2ccccc2c1)C(=O)OCC(=O)c1ccc(C(C)C)cc1 (stereo unspecified),6,91,3,x,89,-10,3,-16,6,-0.1
CCSc1nnc(NC(=O)COc2ccc3ccccc3c2)s1,-11,87,17,-5,89,2,x,-38,10,-1.6
COc1ccc(S(=O)(=O)N2CCOCC2)cc1NC(=O)CN1CCC(Cc2ccccc2)CC1,-2,31,4,x,40,-8,-11,-24,32*,-4.0
COC(=O)c1ccc(C(=O)OC)c(NC(=O)CSc2ccccn2)c1,-10,89,9,x,100,-5,-1,-65,4,-1.3
Cc1ccccc1CCN(C(=O)Cn1nnc2ccccc21)C(C(=O)NC(C)(C)C)c1ccsc1 (stereo unspecified),-9,93,15,0,93,1,0,-12,1,0.5
Cc1cc(NCCCn2ccnc2)n2c(nc3ccccc32)c1C#N,-12,86,29,3,86,13,0,-24,0,-3.1
CC(=O)Nc1ccccc1C(=O)C(=O)Nc1ccc(C)c(C)c1,-3,108,5,12,101,2,-3,-5,2,-1.9
COc1ccc(N2C(=O)C3CCCN3C2c2ccccc2OC)cc1 (stereo unspecified),-8,99,9,13,98,-3,1,21,1,-0.8
CC(=O)NC1(c2nnnn2CCOC(=O)Nc2ccc(Cl)cc2)CCCCC1,-7,96,8,4,98,2,9,-25,0,0.2
COc1cccc(C2C3=C(N=C4SCC(=O)N42)c2ccccc2CC3)c1OC (stereo unspecified),-2,67,16,0,69,1,-1,-31,9,-0.8
CN(C)S(=O)(=O)c1cccc(NC(=O)c2ccncc2)c1,6,98,6,x,100,16,-2,-18,1,-0.5
Cc1onc(-c2c(F)cccc2Cl)c1C(=O)N1C=CC(C(F)(F)Cl)=NCC1,-5,92,38,41,99,-3,x,-66,0,-3.1
CC1CN(C2CCN(S(=O)(=O)c3ccc4ccccc4c3)CC2)CC(C)O1 (stereo unspecified),-1,85,21,x,x,5,-1,-14,3,-1.6
Cc1ccc(-n2[nH]c(C)c(/C=N/n3c(C)nc4ccccc4c3=O)c2=O)cc1,-6,76,2,x,91,-6,0,-19,2,-2.6
CCCn1c(N)c(Br)c(=O)[nH]c1=O,5,88,45*,-29,83,-1,x,4,3,1.2
CCNC(=O)CC1C(=O)N(c2ccc(F)cc2)C(=O)N1CCC(C)C (stereo unspecified),-14,102,10,7,98,6,0,-25,3,-0.5
CN(C)CCCNC(=O)C1CCNCC1,-4,98,10,4,96,15,-2,-42,7,-1.4
Cc1ccc(S(=O)(=O)N(C)c2ccc(OCC(=O)Nc3nc4c(ccc5ccccc54)s3)cc2)cc1,1,80,9,x,80,9,-6,-2,0,2.2
CC(C)CNC(=O)C1C2C=CC(C2)C1C(=O)O (stereo unspecified),-7,90,9,-7,106,3,-1,-48,3,-0.4
CSCCC(Nc1ccc(S(=O)(=O)N2CCOCC2)cc1[N+](=O)[O-])C(=O)OCC(=O)NCC(C)C (stereo unspecified),2,91,2,-29,109,-5,0,-3,4,-1.4
COc1ccc(CCN2C(=O)C(O)=C(C(C)=O)C2c2ccccc2OC)cc1OC (stereo unspecified),-4,99,6,x,100,3,-1,-24,0,-1.5
CCOc1ccc(C2OC(=O)Cc3cc(OC)c(OC)cc32)cc1 (stereo unspecified),-1,119,12,-7,102,8,-3,-16,4,-0.8
Cc1ccc(S(=O)(=O)NC2=NCN(C3CCCCC3)CN2)cc1,-25,90,5,-8,86,14,x,-16,4,-3.7
Cc1ccc2c(c1)C(C)CC(C)(C)N2C(=O)NC1CCCCC1 (stereo unspecified),13,102,36,-6,96,-7,-2,-16,-1,-4.8
Cc1cc(N2C(=O)C(=O)/C(=C(/O)c3ccc(F)cc3)C2c2ccc(F)cc2)no1 (stereo unspecified),-9,107,8,-9,100,-1,-2,-6,1,0.2
Cc1ccc(NC(=O)CN(C)C(=O)CSc2nc3ccccc3c(=O)n2Cc2ccco2)cc1,-9,78,13,6,74,17,-2,-26,-6,-1.3
CN(C)S(=O)(=O)c1cccc(C(=O)NC2CCCc3ccccc32)c1 (stereo unspecified),-9,86,13,8,83,0,-1,-29,4,-1.7
CCOC(=O)CC(=O)Nc1ccc(Br)cc1C(=O)O,6,98,20,28,98,8,-1,12,11,-0.8
O=C(CC1(O)C(=O)N(Cc2ccc3c(c2)OCO3)c2ccccc21)c1ccccc1 (stereo unspecified),-3,15,8,3,13,9,-1,8,2,-4.8
Nc1ccc2nc(-c3cccs3)[nH]c2c1,x,90,7,25,97,28*,x,-38,2,-5.0
O=C(O)C1CCCN1C(=O)Oc1ccccc1 (stereo unspecified),-5,94,2,x,95,2,0,12,2,-1.7
O=C1c2ccccc2C(=O)N1CCCCSc1nnc2c(Cl)cc(Cl)cn12,3,99,4,16,98,-1,-1,-69,4,-1.1
CC(C)(C)C(=O)Nc1c2c(nc3c1CCC3)CCCC2,-5,107,7,14,104,-17,-1,-42,0,-0.2
COc1ccccc1C(=O)Nc1ccc(Oc2ncnc3sc(-c4ccccc4)cc23)cc1,-2,75,0,x,71,-10,0,-46,0,-2.8
O=C1CN(S(=O)(=O)c2ccc(F)cc2)CC(=O)N1CCc1ccccc1,-9,98,8,20,108,-4,x,-30,2,-0.1
CCOCCCNS(=O)(=O)c1ccc2c(c1)OCCO2,-3,99,16,-67,96,9,-3,-10,1,-0.9
CCOCc1c(C(=O)OCC(=O)Nc2ccc(C)c(S(=O)(=O)N(C)C)c2)oc2ccccc12,-4,84,3,x,93,-5,-11,-47,7,-0.1
Cc1ccc(NC2CC(=O)N(c3ccc(C)cc3)C2=O)cc1 (stereo unspecified),-8,105,5,-4,111,-3,1,-53,3,1.2
CCOC(=O)c1cccc(NC(=O)CN2CCN(c3ccc(OC)cc3)CC2)c1,-2,103,6,-13,92,-8,-1,-58,3,-3.2
COc1ccccc1Cc1noc(-c2cc(Cl)ccc2OC)n1,-11,103,13,-12,96,6,-1,-40,3,-0.3
O=c1n(S(=O)(=O)c2cccc3cccnc23)c2ccccc2n1S(=O)(=O)c1cccc2cccnc12,0,81,8,x,75,-14,0,-15,0,-3.6

# Additional compounds:
canonical_smiles,Yeast lifespan up,HCT116 bCat-KO,Measles CPE,E-sel TNF inh,HCT116 PTEN-null,GALR2 blocker,Phagocyt inh,Yeast growth inh,NPY Y2 blocker,MRP1 act
COc1ccc(C2NCCc3cc(OC)c(OC)cc32)cc1OC (stereo unspecified),x,72,6,-30,86,7,0,-30,2,0.2
CCOC(=O)c1c(-c2cccs2)csc1NC(=O)CC(C)C,-8,92,13,10,81,-17,x,-10,7,0.5
Cc1ccc(C(=O)Nc2oc(-c3ccccc3)cc2C#N)cc1,-4,109,27,15,110,-3,-1,-11,16,-1.5
COc1cc2nc(N3CCNCC3)nc(N)c2cc1OC,-19,68,3,-11,71,-5,0,-44,0,-2.3
CCCCCc1nc2sc3c(c2c(=O)n1N)CCC3,x,69,10,-11,92,1,x,-45,5,-2.9
CCc1ccccc1N(C(=O)Cn1nnc2ccccc21)C(C(=O)NCCOC)c1ccco1 (stereo unspecified),-4,90,5,-12,84,-10,-1,-23,2,-2.6
COc1ccc(C(=O)Nc2nncs2)c(OC)c1,-11,101,5,x,99,3,0,-5,3,1.3
Cc1cc(OCC(=O)NC(C)C)cc(C)c1Br,-6,96,4,21,97,-6,-6,-33,2,0.9
Cc1cc(NC(=O)COn2nnc3ccccc32)no1,-6,91,4,24,96,-5,-1,-25,-1,1.0

# An excerpt from above with just HCT116 bCat-KO and Yeast growth inh:
SMILES,HCT116 bCat-KO,Yeast growth inh
CC(C(=O)OCC(=O)c1cccc([N+](=O)[O-])c1)N1C(=O)C2C3CCC(C3)C2C1=O (stereo unspecified),97,2
O=C(Cn1cnc2sc(-c3ccccc3)cc2c1=O)N1CCOCC1,96,-20
